# Screens deposited in PubChem BioAssay by several laboratories.
# PKA-R1A act: activators of PKA-R1A holoenzyme, primary screen, biochemical, fluorescence polarization, Cy5-IP20, bovine R1A, mouse PKAc. cAMP-dependent protein kinase type I-alpha regulatory subunit (Bos taurus) + …. PKA-R1A dissociation; scaled: DMSO 0%, 113 µM cGMP 100%. activation, % at 11.4 µM. 0.083% of 340,000 active. AID 504707, 2011;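 active = percent activation above the mean of all tested compounds plus 3 SD, cut at about 19% in these data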;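 note: higher means more PKAc released from R1A so a rise in polarization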
# OPRM1-OPRD1 inv: inverse agonists of MOR-DOR heterodimerization, primary screen, cell-based, luminescence. 0.21% of 340,000 active. cell-based MOR-DOR heterodimer luminescence, inverse agonism. inhibition, % at 9.3 µM. Mu-type opioid receptor (Homo sapiens) + Delta-type opioid receptor (Homo sapiens), …. AID 504357, 2011; in the data active = inhibition above about 22%, passing the limit was not always enough;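 note: 0% = cells with DMSO and 100% = wells without cells with DMSO; values of inactives mirror those of a sister screen read the other way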
# Mot1-301 SUMO: yeast Mot1-301 growth rescue at high temperature, primary screen, SUMOylation pathway inhibitor project, S. cerevisiae, ATP luminescence, 38.5C; S. cerevisiae Mot1-301 growth rescue; percent above DMSO median, 100 means doubled; growth rescue, % at 18.8 µM; 1% of 320,000 active; AID 2716, 2010;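 active = every valid replicate shows activation above 250% relative to neutral control wells; inactive = the rest, any valid replicate at or below 250%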;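 note: OY570 slx delta 5 strain wells were the positive control but not used for scaling; some compounds called inactive have numbers as strong as hits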
# OPRM1-OPRD1 ag: agonists of OPRM1-OPRD1 heterodimerization, primary screen, cell-based, luminescence. Mu-type opioid receptor (Homo sapiens) + Delta-type opioid receptor (Homo sapiens), …. cells. activation, % at 9.3 µM. 0.3% of 340,000 active. AID 504326, 2011; in the data active = activation above about 18%;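 note: 0% = vehicle-treated cells and 100% = reference agonist; values of inactives mirror those of a sister screen read the other way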
# phage Ecoli inh: growth loss of phage-infected E. coli, primary screen, RecBCD inhibitor project, absorbance, with phage, HTS; 0.26% of 360,000 active; inhibition, % at 11.9 µM; AID 651602, 2012; in the data active = inhibition above about 11%
# HTR5A inv ctr: HTR5A inverse agonists in luminescence cell assay, primary screen, counter-screen for OPRM1-OPRD1 heterodimer inverse agonist project, full-deck HTS | 5-hydroxytryptamine receptor 5A (Homo sapiens), P47898 | HTR5A cell line, inverse agonism | 0.083% of 340,000 active | inhibition, % at 9.3 µM; in the data active = inhibition mostly above about 23%, no sharp cut-off; inactive = mostly below about 18%;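 note: 0% = cells with DMSO and 100% = no-cell wells with DMSO; some compounds called inactive have numbers as strong as hits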
# Target sequence (P47898 whole entry, looked up): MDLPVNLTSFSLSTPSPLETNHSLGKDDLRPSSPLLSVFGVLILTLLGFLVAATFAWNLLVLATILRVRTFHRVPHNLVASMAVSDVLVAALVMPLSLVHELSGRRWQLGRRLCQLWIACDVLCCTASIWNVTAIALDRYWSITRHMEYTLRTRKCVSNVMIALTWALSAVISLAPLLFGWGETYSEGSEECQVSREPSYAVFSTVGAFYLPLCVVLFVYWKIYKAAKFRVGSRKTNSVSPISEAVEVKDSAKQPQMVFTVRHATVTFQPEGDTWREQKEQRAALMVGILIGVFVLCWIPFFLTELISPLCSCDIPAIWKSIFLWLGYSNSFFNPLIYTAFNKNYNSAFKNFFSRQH
# Pemphigus Ab inh: inhibitors of pemphigus antibody binding to DSG3, primary screen, biochemical, bead-based, flow cytometry, scFv-GFP; DSG3-coupled beads, scFv-anti-DSG3-GFP binding; hits give low values; binding (percent of control), % at 10 µM; 0.48% of 310,000 active; Desmoglein-3 (Homo sapiens), P32926;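 active = binding more than 3 SD below its plate's average and above zero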;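 note: hits lower antibody fragment binding to DSG3; some compounds called inactive have numbers as strong as hits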
# PfHsp90 set2: growth inhibition of PfHsp90-expressing yeast, primary screen, antimalarial PfHsp90 inhibitor project, S. cerevisiae, BacTiter-Glo luminescence, single point, set 2. BacTiter-Glo ATP, 48 h; yeast lacking PDR1 and PDR3 efflux regulators. inhibition, % at 9.4 µM. 0.32% of 310,000 active. AID 504621, 2011;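 active = every replicate shows inhibition above about 80%, whatever the replicate mean, limit read from the data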;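 note: 0% = DMSO neutral controls and 100% = 20 µM radicicol positive controls; yeast relying on Plasmodium falciparum Hsp90 in place of its own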
# E coli growth: E. coli V3065 growth inhibition, primary screen, counter-screen for AddAB inhibitor project, absorbance, OD600 | 18 h | inhibition, % at 11.9 µM | 0.27% of 330,000 active | AID 449728, 2010;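 active = inhibition above the campaign's mean inhibition across all tested compounds plus 3 SD, cut at about 9.9% in these data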;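 note: uninfected addAB+ strain grown without phage in ampicillin broth; 0% = DMSO wells and 100% = ciprofloxacin 0.95 µg/ml wells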
# HTR5A ag ctr: HTR5A agonists in luminescence cell assay, primary screen, counter-screen for OPRM1-OPRD1 heterodimer agonist project, full-deck HTS; 5-hydroxytryptamine receptor 5A (Homo sapiens), P47898; cell-based; activation, % at 9.3 µM; 0.61% of 340,000 active; in the data active = activation mostly above about 9.5%, no sharp cut-off; inactive = mostly below about 7.6%;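 note: 0% = cells with vehicle only and 100% = reference agonist; strong numbers were not always called active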
# AddAB inh: growth inhibition of E. coli expressing H. pylori AddAB, primary screen, AddAB inhibitor project, absorbance; inhibition, % at 11.9 µM; 0.29% of 330,000 active; AID 435030, 2010; in the data active = inhibition above about 12%;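 note: 0% = vehicle wells of infected cells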
# An asterisk follows results filed as active; . = not tested or not shown.
SMILES,PKA-R1A act,OPRM1-OPRD1 inv,Mot1-301 SUMO,OPRM1-OPRD1 ag,phage Ecoli inh,HTR5A inv ctr,Pemphigus Ab inh,PfHsp90 set2,E coli growth,HTR5A ag ctr,AddAB inh
C/C(=N\O)C(=O)NCC1CCNCC1,-6.2,11.4,1.2,-2.7,1.7,0.1,.,-5.0,-0.2,3.1,2.5
COc1ccc2nnc(-c3ccc(C(F)(F)F)cc3)n2n1,2.0,6.7,-11.2,-1.4,2.8,0.1,.,20.4,0.1,-0.7,-2.3
CCOC(=O)c1[nH]c2ccccc2c1NC(=O)CN(C)C,3.7,13.9,-11.4,-3.3,0.7,3.1,107.7,-22.8,-3.6,3.7,1.0
CNC(=O)c1[nH]cnc1C(=O)Nc1ccccc1C,-3.6,2.5,-8.2,-0.4,2.9,13.6,102.1,13.3,-1.5,-5.4,-0.2
COC(=O)c1cc(NC(=O)c2cccnc2)cc(C(=O)OC)c1,-8.8,14.2,4.9,-3.0,0.2,12.1,106.8,-6.2,-2.4,-3.3,-0.7
COc1ccc(CN(C)C(=O)c2sccc2-c2ccccc2)c(OC)c1,-0.2,26.5,485.1*,-5.2,0.4,17.1,103.3,-12.5,2.1,-7.1,-0.1
O=C(CNC(=O)c1ccc2c(c1)OCO2)NCCOc1ccc(Cl)cc1,6.3,16.6,14.7,-4.3,5.8,0.4,.,-24.1,-0.4,-1.2,0.7
CCN(CC(=O)Nc1c(F)cccc1F)C(=O)CNC(=O)C1CCCCC1,-3.6,-3.7,-5.7,0.6,0.4,-14.9,101.8,43.4,1.2,4.9,0.3
Cc1ccc(C(=O)NCC(c2ccco2)N2CCc3ccccc3C2)cc1C (stereo not given),0.9,1.8,13.9,-0.3,1.5,-9.7,92.8,22.0,0.3,0.8,-0.2
Cc1ccc(CN2CC(C(=O)OCc3ccccc3Cl)CC2=O)cc1 (stereo not given),-2.9,0.3,-19.3,-0.1,-1.5,-13.1,93.4,-12.8,1.1,4.3,2.6
Cc1c(CCC(=O)NCCCn2ccnc2)c(=O)oc2cc3occ(C(C)(C)C)c3cc12,9.0,-3.5,71.5,0.6,1.8,8.9,108.7,-23.8,-0.9,2.3,0.5
O=C(CN1C(=O)CCS(=O)(=O)c2ccccc21)NCc1ccc2c(c1)OCO2,-1.3,6.7,.,-1.4,0.7,17.7,103.3,0.6,1.2,-7.3,0.2
CCOC(=O)Cn1c(N2CCCCCC2)nc2c1c(=O)[nH]c(=O)n2C,-1.4,9.6,-5.3,-1.7,2.5,-11.6,103.9,1.8,3.0,4.2,2.2
COc1ccc(C(=O)Nc2cccc3nc(C)ccc23)cc1OC,-6.1,14.7,548.7*,-3.1,-1.3,9.3,105.4,2.0,1.6,-2.5,5.3
CC1=NN(c2cccc(C(=O)O)c2)C(=O)/C1=C\C=C\c1ccco1,-10.0,0.8,14.2,-0.1,1.3,-33.6,103.2,-15.1,1.9,-3.9,0.8
O=C1CN(C(=O)c2ccco2)C(c2ccc(F)cc2)c2cc(Cl)ccc2N1 (stereo not given),11.3,2.1,3.0,-0.4,2.6,-12.3,104.9,.,-1.3,-2.2,-1.1
O=C(Nc1cccc(F)c1)c1ccccc1-c1ccccc1,-5.0,6.8,-1.6,-1.1,4.8,1.0,90.4,-2.3,1.9,3.6,1.9
COc1ccc(C2C3=C(CC(C)(C)CC3=O)Nc3n[nH]c(C)c32)cc1 (stereo not given),0.2,15.1,365.2*,-2.7,1.1,6.3,109.0,0.7,-1.3,4.9,-0.9
OC(CNCCCN1CCCCC1)COc1ccccc1 (stereo not given),-3.8,2.9,-6.1,-0.7,0.2,-7.0,112.4,-14.9,1.3,7.6,3.6
C=CC[C@@H](CC(=O)N(CCO)Cc1ccccc1)C(=O)N[C@@H](COC(=O)[C@H](CC=C)CC(=O)OC(C)(C)C)Cc1c[nH]c2ccccc12,-5.8,-148.7,-16.9,25.7*,0.0,12.1,103.0,18.9,-1.5,3.7,-2.9
COc1ccc2c(c1)c(CC(=O)Nc1ccc(C(C)=O)cc1)c(C)n2C(=O)c1ccc(Cl)cc1,-11.4,-0.2,-5.2,0.0,2.2,-18.5,99.0,5.1,-1.6,-0.8,-2.2
CCCN1Cc2cccc(C(=O)NC3CCCC3)c2C1=O,-3.9,9.2,373.3,-1.7,3.2,-10.3,94.5,7.0,0.9,2.9,2.6
O=C(Nc1ccccc1)C1C2CCCCC21 (stereo not given),-3.9,6.4,10.9,-1.3,4.6,8.1,116.7,-3.2,-0.2,-2.4,0.6
COc1cccc(NC(=S)NNC(=O)Cn2nc(C(F)(F)F)cc2C)c1,-4.3,12.6,-0.2,-2.4,2.7,20.2,103.9,-13.8,1.0,0.3,3.3
CCc1cc2c3c(c1)/C(=C1/SC(N)=NC1=O)C(=O)N3C(C)(C)C=C2C,-0.3,12.9,-16.3,-3.0,4.5,-2.8,92.2,-1.0,0.1,1.0,0.0
COc1ccc2oc(C(=O)Nc3ccccn3)c(C)c2c1,2.3,2.5,-4.8,-0.4,3.6,-17.8,97.8,-14.4,-0.3,2.2,3.1
Cc1cccc(-n2ncc(C#N)c2-n2cccc2)c1,-3.8,9.0,-2.5,-1.7,1.2,-17.8,98.0,-34.9,-2.6,-1.4,-1.8
O=[N+]([O-])c1ccccc1S(=O)(=O)N1CCN(C2CCN(Cc3ccccc3)CC2)CC1,-3.1,17.7,85.8,-3.3,-0.1,-1.6,.,-14.1,0.0,-1.4,-1.0
CC(Oc1ccc2c3c(c(=O)oc2c1)CCC3)C(=O)NCc1ccccn1 (stereo not given),-2.7,13.1,2.0,-2.5,-1.3,5.3,98.6,9.4,0.3,2.0,4.4
Oc1ccc2cccnc2c1,-3.4,4.5,16.9,-1.0,1.1,-3.0,116.4,39.6,-2.1,2.4,2.8
Cc1cccc(N2CCN(C(=O)c3ccc(N4CCCC4=O)cc3)CC2)c1C,7.6,0.2,5.7,0.0,3.6,-15.3,.,7.8,-0.6,-0.2,-1.8
Cc1c(C)n(Cc2ccc(F)cc2)c2ccc(C(=O)NCCCN3CCOCC3)cc12,-4.7,19.5,48.7,-3.9,-0.8,7.2,104.4,-16.2,-4.8,-0.5,2.2
CC(C)(C)c1ccc(/C=N/OCC(=O)NCc2ccccc2)cc1,1.4,-26.3,8.1,5.0,3.9,-2.6,113.9,-17.3,0.3,1.0,0.3
O=C(Nc1nnc(SCc2ccccc2F)s1)c1ccco1,5.7,0.4,-8.6,-0.1,4.0,3.7,99.7,-7.5,4.2,-1.4,2.2
CCOC(=O)c1ccc(NC(=S)N(CCCN2CCCCC2)Cc2ccco2)cc1,-9.0,-3.7,-10.1,0.7,3.3,-15.2,118.8,-0.5,-3.6,-5.3,0.1
CCc1nc(NC2CCCCC2)c(C#N)c2c1COC(C)(C)C2,4.8,-18.4,2.3,4.4,2.1,15.3,.,12.5,-1.6,-6.1,1.7
COC(=O)[C@H](CCSC)NC(=O)Nc1ccc(C(C)=O)cc1,-1.9,1.4,-3.6,-0.3,1.8,-12.8,104.1,24.1,-1.6,1.3,0.1
CC(C)(C)OC(=O)C[C@H]1C/C=C\C[C@H](CC(=O)NCCO)C(=O)NCCOC1=O,-8.1,10.0,-10.0,-1.8,1.7,3.8,99.5,51.5,1.2,-1.5,1.6
CCCn1c(O)c(N=N)c2ccccc21,-18.0,4.5,6.4,-1.0,-0.1,19.4,77.8,-2.8,-1.1,-3.2,3.3
OCCCCNCc1cc(Br)ccc1OCc1ccccc1F,5.0,6.0,0.5,-1.2,3.8,-0.3,107.6,-0.8,-2.4,0.1,1.4
Cc1ccc(C)c(N2CCN(C(=O)C3CCN(S(=O)(=O)c4cccc5nsnc45)CC3)CC2)c1,0.2,7.0,-11.5,-1.2,2.1,22.3,102.3,-9.7,0.5,5.6,1.2
NS(=O)(=O)c1ccc(CNC(=O)CSc2nc3ccc(Cl)cc3[nH]2)cc1,1.9,9.5,-11.6,-1.7,3.8,8.9,108.8,14.3,2.9,-4.4,7.8
Cc1ccc2[nH]c3c(c2c1)CN(C(C)C)CC3,-7.8,0.7,-2.7,-0.1,1.4,3.0,102.2,30.0,2.7,-0.8,0.6
Cc1cc(Br)ccc1NC(=O)CN(C)C(=O)CNC(=O)Cc1ccccc1,-1.1,7.7,10.1,-1.9,1.4,16.3,86.3,.,1.2,-6.7,-0.4
COc1cc(C2c3cc4c(cc3CC3COC(=O)N32)OCO4)cc(OC)c1OC (stereo not given),4.2,12.1,.,-2.8,0.2,-7.7,87.5,4.8,.,2.0,.
Cc1ccc(N(C)S(=O)(=O)c2ccc3c(c2)CC(C)N3C(=O)C2CC2)cc1 (stereo not given),-1.9,18.6,139.6,-3.4,0.6,25.6,98.1,-20.9,0.2,1.5,4.5
Cc1cc(C(F)F)n2nc(C(=O)Nc3c(F)cc(F)cc3Br)nc2n1,-1.6,13.2,-2.3,-3.2,1.5,3.0,97.4,10.2,0.9,2.7,2.0
O=C(N/N=C/c1ccc[nH]1)c1cccc(Br)c1,-12.5,5.1,2.3,-1.0,0.9,18.0,98.0,-0.5,-0.5,-4.9,0.4
COCCSc1ccccc1C(=O)N1CCC(Cc2ccccc2)CC1,-4.6,4.5,-2.0,-0.9,4.5,4.6,106.1,8.9,-0.2,-1.9,1.9
CC1CCN(C(=O)CNS(=O)(=O)c2ccc(Br)s2)CC1,-15.1,-4.6,-17.3,0.8,0.1,25.1,109.1,12.2,0.2,0.6,0.8
Cc1ccccc1-c1nnn(Cc2ccc(-c3nn[nH]n3)cc2)n1,-0.6,12.2,.,-2.4,2.0,-15.2,107.1,-11.8,0.6,-1.5,-2.4
COc1ccccc1NC(=S)N(CCN1CCOCC1)Cc1ccccc1F,-3.0,13.4,-6.6,-2.9,2.1,-0.3,.,-0.8,-0.5,0.1,2.0

# Pulled by structure from the list above:
SMILES,PKA-R1A act,OPRM1-OPRD1 inv,Mot1-301 SUMO,OPRM1-OPRD1 ag,phage Ecoli inh,HTR5A inv ctr,Pemphigus Ab inh,PfHsp90 set2,E coli growth,HTR5A ag ctr,AddAB inh
O=C(N/N=C/c1ccc[nH]1)c1cccc(Br)c1,-12.5,5.1,2.3,-1.0,0.9,18.0,98.0,-0.5,-0.5,-4.9,0.4
Cc1ccccc1-c1nnn(Cc2ccc(-c3nn[nH]n3)cc2)n1,-0.6,12.2,.,-2.4,2.0,-15.2,107.1,-11.8,0.6,-1.5,-2.4

# Compounds were not picked by outcome; 3.2% or so of the library scored in one or more.
